# V-ATPase pH: regulators of yeast V-ATPase proton pumping, primary screen, pHLuorin cytosolic pH fluorescence; S. cerevisiae; response, % at 10 µM; hit rate 0.37% among 350,000; AID 504577, 2011; in the data active = response mostly above about 7.3%, no sharp cut-off; inactive = mostly below about 5.4%; note: actives read high; inactives centre near 0; some compounds called inactive have numbers as strong as hits; reference of the scale not given here
# LANA DNA inh: inhibitors of KSHV C-LANA binding to DNA, primary screen, biochemical, fluorescence polarization, FAM-LBS DNA, MBP-C-LANA, single point; Kaposi's sarcoma herpesvirus LANA C-terminal domain (residues 932-1162) DNA binding; inhibition, % at 9 µM; hit rate 0.078% among 340,000; AID 504423, 2011;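 active = highest replicate inhibition at or above 60% at 9 µM, even if other replicates fall short; inactive = all replicates below 60% inhibition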;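 note: 0% = neutral control wells and 100% = 4 µM acridine orange control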
# Cardiac RTF inh: cardiac RTF calcium sensitivity inhibitors, primary screen, biochemical, IANBD-TnC fluorescence, EC70 calcium; Troponin I, cardiac muscle (Homo sapiens) + Troponin T, cardiac muscle (Homo sapiens) + …; IANBD-labeled cardiac RTF, Ca2+ fluorescence; inhibition, % at 7.15 µM; hit rate 0.12% among 340,000; AID 493244, 2011;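 active = inhibition above the mean inhibition of all tested compounds plus 3 SD, cut at about 17% in these data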;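 note: assay run at fixed EC70 calcium of 1.6 mM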
# Arrestin-AP2 inh: inhibitors of beta-arrestin/AP2 binding, primary screen, biochemical, GPCR trafficking, flow cytometry; hit rate 0.31% among 340,000; beta-arrestin 1 C-terminal peptide binding to AP2 beta2-adaptin appendage (human); inhibition, % at 10 µM; FITC-arrestin peptide / GST-AP2 beads; AP2 beta2 appendage carries R879A mutation; AID 504490, 2011;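 active = inhibition above a set limit, near 3 SD of compounds lacking own fluorescence, cut at about 54% in these data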;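 note: plate controls were DMSO wells for no effect and 5 µM unlabelled arrestin peptide for full effect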
#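 Test system: GST-tagged AP2 beta2-adaptin appendage (R879A) on 4 µm glutathione beads; also added: fluorescein-tagged arrestin peptide at 50 nM final; timing: 12 min plus 1 h, RT; signal: flow cytometry, FL1 (488/535 nm); read-out: percent drop in bead-associated FITC signal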
# MOR-DOR ag: agonists of OPRM1-OPRD1 heterodimerization, primary screen, cell-based, luminescence; cells; Mu-type opioid receptor (Homo sapiens) + Delta-type opioid receptor (Homo sapiens), …; AID 504326, 2011; activation, % at 9.3 µM; hit rate 0.3% among 340,000; in the data active = activation above about 18%;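 note: 0% = vehicle-treated cells and 100% = reference agonist; values of inactives mirror those of a sister screen read the other way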
# MOR-DOR inv ag: inverse agonists of MOR-DOR heterodimerization, primary screen, cell-based, luminescence. hit rate 0.21% among 340,000. Mu-type opioid receptor (Homo sapiens) + Delta-type opioid receptor (Homo sapiens), …. cell-based MOR-DOR heterodimer luminescence, inverse agonism. inhibition, % at 9.3 µM; in the data active = inhibition above about 22%, passing the limit was not always enough;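 note: 0% = cells with DMSO and 100% = wells without cells with DMSO; values of inactives mirror those of a sister screen read the other way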
# Wnt bcat act: Wnt/beta-catenin pathway activators, primary screen, cell-based, plate reader, single point. Wnt/beta-catenin reporter cell assay, activator. activation, % at 9.35 µM. hit rate 1.2% among 300,000; in the data active = activation above about 30%, passing the limit was not always enough;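 note: 0% = neutral control wells and 100% = positive control wells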
# cardiac RTF act: cardiac RTF calcium sensitivity activators, primary screen, biochemical, IANBD-TnC fluorescence, EC20 calcium; IANBD-labeled TnC RTF fluorescence at EC20 calcium; 0% EC20 calcium, 100% full calcium; hit rate 0.24% among 340,000; Troponin I, cardiac muscle (Homo sapiens) + Troponin T, cardiac muscle (Homo sapiens) + …; activation, % at 7.2 µM;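 active = activation above the mean over all tested compounds plus 3 SD, cut at about 30% in these data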;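 note: rise in fluorescence read as greater calcium sensitivity of cardiac thin filaments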
# Keap1 Nrf2 FP: Keap1-Nrf2 protein-protein interaction inhibitors, primary screen, biochemical, fluorescence polarization, single point | hit rate 0.15% among 340,000 | Keap1 Kelch-Nrf2 peptide fluorescence polarization, 1536-well | inhibition, % at 9.4 µM | AID 504523, 2011 | Kelch-like ECH-associated protein 1 (Homo sapiens), Q14145; in the data active = inhibition above about 12%;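 note: human Keap1 Kelch domain with fluorescein labeled Nrf2 9mer peptide probe; 0% = neutral control wells and 100% = peptide positive control; higher means more block of Keap1 binding to Nrf2 peptide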
# Pemphigus Ab inh: inhibitors of pemphigus antibody binding to DSG3, primary screen, biochemical, bead-based, flow cytometry, scFv-GFP; hit rate 0.48% among 310,000; Desmoglein-3 (Homo sapiens), P32926; DSG3-coupled beads, scFv-anti-DSG3-GFP binding; active compounds read low; binding (percent of control), % at 10 µM;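 active = binding more than 3 SD below its plate's average and above zero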;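 note: hits lower antibody fragment binding to DSG3; some compounds called inactive have numbers as strong as hits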
# Target sequence (P32926 whole entry, looked up, the tested form may be a part): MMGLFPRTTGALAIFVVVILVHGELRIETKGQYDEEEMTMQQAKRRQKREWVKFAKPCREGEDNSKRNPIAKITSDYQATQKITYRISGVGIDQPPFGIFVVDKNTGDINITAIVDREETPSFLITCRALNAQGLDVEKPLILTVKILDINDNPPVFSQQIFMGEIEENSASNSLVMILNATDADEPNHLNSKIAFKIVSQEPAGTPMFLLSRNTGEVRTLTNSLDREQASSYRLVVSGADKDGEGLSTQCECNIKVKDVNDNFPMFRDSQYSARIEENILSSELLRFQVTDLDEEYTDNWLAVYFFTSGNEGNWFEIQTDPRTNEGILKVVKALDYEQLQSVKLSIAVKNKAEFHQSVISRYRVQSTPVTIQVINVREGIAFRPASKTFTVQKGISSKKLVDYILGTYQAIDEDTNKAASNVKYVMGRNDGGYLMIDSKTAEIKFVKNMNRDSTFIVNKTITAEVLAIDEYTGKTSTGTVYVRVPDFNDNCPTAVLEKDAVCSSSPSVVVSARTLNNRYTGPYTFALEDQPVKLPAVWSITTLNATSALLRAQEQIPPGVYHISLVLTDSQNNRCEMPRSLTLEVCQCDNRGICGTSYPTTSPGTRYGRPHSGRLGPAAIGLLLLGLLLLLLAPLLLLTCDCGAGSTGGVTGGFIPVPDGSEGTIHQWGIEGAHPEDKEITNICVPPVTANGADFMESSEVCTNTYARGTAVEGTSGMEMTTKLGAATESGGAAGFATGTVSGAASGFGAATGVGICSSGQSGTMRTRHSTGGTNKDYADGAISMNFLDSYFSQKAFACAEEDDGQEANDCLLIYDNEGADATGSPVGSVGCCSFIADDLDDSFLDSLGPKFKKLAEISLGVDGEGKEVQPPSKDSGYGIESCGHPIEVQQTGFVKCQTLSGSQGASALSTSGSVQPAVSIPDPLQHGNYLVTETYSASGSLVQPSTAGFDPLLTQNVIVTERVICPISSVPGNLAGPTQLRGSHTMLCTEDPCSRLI
# An asterisk follows results filed as active; · = not tested or not shown.
SMILES,V-ATPase pH,LANA DNA inh,Cardiac RTF inh,Arrestin-AP2 inh,MOR-DOR ag,MOR-DOR inv ag,Wnt bcat act,cardiac RTF act,Keap1 Nrf2 FP,Pemphigus Ab inh
Cc1ccccc1NC(=O)NCCCCc1ccccc1,0,0.3,-4,33,-0.1,1,3,0,-4,105
Cc1ccc(S(=O)(=O)N(CC(=O)NN=C2CCN(C)CC2)c2ccc(F)cc2)cc1,-2,0.1,·,9,·,·,·,·,-2,·
CC(C)(C)c1ccc(C(=O)Nc2nonc2-c2nc3ccccc3[nH]2)cc1,0,2.0,-2,-4,-2.9,12,-2,-2,-1,101
Cn1c(C(O)c2ccccc2F)nc(Cl)c1Cl (centres undefined),-3,0.6,-2,-4,-2.9,13,0,0,-4,106
COc1ccc(C(=O)Nc2cccc(S(=O)(=O)N(C)C)c2)cc1S(=O)(=O)N1CCOCC1,-2,1.2,-11,11,-0.9,5,-5,9,1,99
CS(=O)(=O)N1N=C(c2cccs2)CC1c1ccc(F)cc1 (centres undefined),-2,-1.8,-6,0,-1.5,7,6,3,-4,114
Cc1ccc(-c2onc3ccc(C=O)cc23)cc1,-3,3.8,-11,2,-0.9,5,·,-1,-7,106
COc1cccc([C@@H]2CC=C(C(=O)O)[C@H](c3ccccc3F)N2S(=O)(=O)c2ccc(C)cc2)c1,1,-0.7,-4,32,1.6,-9,2,6,-1,105
COc1ccc(CCNC(=O)c2cc3c(=O)n4ccccc4nc3n(CC3CCCO3)c2=N)cc1OC (centres undefined),1,-0.7,-2,-6,-2.5,14,-5,0,-2,97
COC(=O)[C@@]12CCCN1[C@H](c1ccc(-c3ccc4c(c3)OCO4)c(OC)c1)[C@H]1C(=O)N(C)C(=O)[C@H]12,2,-0.3,-1,-3,-1.9,10,-5,6,0,101
COc1ccc(S(=O)(=O)N2CCCC2)cc1NC(=O)c1ccccc1,1,0.2,-25,-13,-1.5,11,-1,-3,3,·
CC1=C(C(=O)OCCCBr)C(c2ccc3c(c2)OCO3)NC(=O)N1 (centres undefined),0,-0.4,-3,3,1.4,-7,·,1,-3,114
CC(=C/c1ccccc1)/C=C1/SC(N2CCOCC2)=NC1=O,-1,-2.4,6,25,-2.6,15,16,-1,0,110
COc1ccc(NC(=O)CCNC(=O)c2ccco2)cc1Cl,5,0.8,2,-4,-1.0,6,-1,0,-2,·
O=C(CCC(=O)NCCO)NCCO,-1,-0.4,-5,2,-4.4,22,-5,-3,0,84
O=C(Cc1ccccc1)Nc1ccc(NC(=O)c2ccco2)nc1,8,5.9,1,4,2.1,-12,40*,0,-2,103
O=C(NCc1ccc2c(c1)OCO2)c1ccc2c(c1)C(=O)N(Cc1cccnc1)C2=O,-3,1.3,-3,4,-1.3,8,·,3,6,106
CC(C)(C)OC(=O)C[C@@H]1C/C=C\C[C@H](CC(=O)N[C@@H](CO)Cc2ccccc2)C(=O)N[C@H](Cc2ccccc2)COC1=O,3,0.0,-15,27,-0.9,5,-4,-5,4,99
CC(C)N(C(=O)[C@H]1CC(CC(=O)NCCN2CCOCC2)C(=O)N2CCc3c([nH]c4ccccc34)[C@]12C)C(C)C (some centres undefined),1,0.9,-3,9,-2.5,12,0,-2,-6,103
COc1cccc(N(C(=O)c2ccco2)C(C(=O)NC2CCCC2)c2ccc(N(C)C)cc2)c1 (centres undefined),-1,-2.1,4,-8,-1.7,9,2,3,-3,108
COc1ccc2[nH]c3c(c2c1)CCN1C(=O)C(CC(=O)NCc2ccc(OC)c(OC)c2)C[C@H](C(=O)N2CCOCC2)[C@@]31CCC1CCCC1 (some centres undefined),4,-2.0,-2,1,-2.1,10,-2,-4,-1,98
O=S(=O)(Nc1ccc2ccccc2n1)c1ccccc1,3,0.1,4,-2,-1.0,3,1,-1,4,110
N#C/C(C(=O)N1CCOCC1)=C1/SC(Cc2ccc(F)cc2)C(=O)N1c1ccccc1 (centres undefined),9.9*,0.6,-26,14,0.8,-4,0,3,-2,97
Cn1nc(C(=O)OCC(=O)N(Cc2ccccc2)C(C)(C)C)c2ccccc2c1=O,1,0.0,2,-11,-0.3,2,-1,-4,0,103
CN(CC(=O)Nc1ccc(F)cc1)C(=O)C1Cc2ccccc2CN1S(C)(=O)=O (centres undefined),-1,1.1,-14,-17,-3.3,17,0,-1,-4,100
# Remaining list, next part.
SMILES,V-ATPase pH,LANA DNA inh,Cardiac RTF inh,Arrestin-AP2 inh,MOR-DOR ag,MOR-DOR inv ag,Wnt bcat act,cardiac RTF act,Keap1 Nrf2 FP,Pemphigus Ab inh
COc1ccc(C(=O)CN2C(=O)c3ccccc3C2=O)cc1,-1,·,·,-5,·,·,-2,·,·,106
C#CCN(C(=O)c1cc(COc2cccc(C(F)(F)F)c2)on1)C1CCCCC1,2,1.0,-4,-10,1.0,-5,-1,-4,3,100
CC(C)NC(=S)N/N=C1\CCCc2ccccc21,3,-0.9,-22,25,3.0,-14,-2,1,3,100
CCc1nc2nc(C)c(NS(=O)(=O)c3ccc(CC(C)C)cc3)c(=O)n2[nH]1,-2,-0.5,3,10,0.5,-3,-1,-1,-2,102
Cc1cc(NC(=O)CSc2nnc(C3CC3)n2C)no1,4,-0.9,10,-2,1.2,-7,-3,-2,1,·
CCN(C(=O)COC(=O)CNC(=O)c1ccc(C)c(C)c1)C1CCS(=O)(=O)C1 (centres undefined),0,0.9,-22,·,6.2,-42,·,1,-1,108
CCN1C(=O)c2ccc(C(=O)Nc3ccc(O)cc3C)cc2C1=O,1,-0.4,6,-3,-2.6,13,0,2,3,123
Cn1c(=O)c2[nH]c(C3CC=CCC3)nc2n(C)c1=O (centres undefined),-4,0.6,-8,18,-0.3,1,-4,-3,0,91
Cn1c(=O)[nH]c(=O)c2c1nc(SCc1ccccc1Cl)n2CC(N)=O,2,4.5,-11,3,·,·,-1,-3,0,100
CCc1cccc(C)c1NC(=O)CN1C(=O)NC(C)(CCC(C)C)C1=O (centres undefined),2,0.4,3,-2,-2.1,11,1,-6,-3,94
O=C(O)c1cc(O)ccc1N=Nc1ccccc1,-5,-0.7,-5,4,-3.9,20,-1,-3,-1,91
O=C(CCl)c1ccc2[nH]c(=O)oc2c1,0,1.0,-5,10,-3.8,20,36*,-2,-2,93
CCc1cccc2c(C(=O)COC(=O)c3nccnc3N)c[nH]c12,0,16,11,-16,-3.6,20,11,2,-2,138
CCOC(=O)c1ccc(NC(=O)c2ccc3c(c2)OCO3)cc1,3,3.2,-4,1,1.5,-9,22,-1,-2,90
Cc1cccc(OCCOC(=O)CN2C(=O)NC3(CCCC3)C2=O)c1,0,0.4,-14,-4,0.5,-3,-2,4,-3,105
CC(c1cccs1)N(Cc1ccco1)C(=S)Nc1ccc(F)c(Cl)c1 (centres undefined),-1,1.9,-8,4,-3.0,15,0,-8,2,100
Nc1cc(N)nc(SCc2ccc(Cl)cc2)n1,2,-0.1,-2,-7,-3.1,15,1,-5,1,105
O=C(Nc1cccnc1)c1cc2c(ccc3ccccc32)o1,-1,-1.0,-9,7,-0.2,1,·,-4,2,97
CCCCCc1nc2sc3c(c2c(=O)n1N)CCC3,-1,-0.8,-25,97*,3.6,-21,·,8,-3,95
COc1ccc(NC(=O)CSc2nc3c(c(=O)n2-c2ccccc2)SCC3)c(OC)c1,4,-2.1,-16,-3,6.2,-34,-3,4,-1,·
O=C(COc1cccc(Cl)c1)NCC(c1cccs1)N1CCOCC1 (centres undefined),-2,0.3,-4,-5,-0.8,3,-5,7,1,·
CCC(C)C(=O)Nc1nnc(SCC(=O)NC2CCCC2)s1 (centres undefined),1,0.8,1,23,0.3,-2,-1,-3,4,106
O=[N+]([O-])c1c(NCCCO)cc(N2CCN(Cc3ccc4c(c3)OCO4)CC2)c2nonc12,-3,0.8,-8,-3,-1.4,8,-2,2,2,101
COc1ccc(S(=O)(=O)N2CCC(N3CCN(Cc4ccccc4)CC3)CC2)cc1,4,0.8,-9,0,1.8,-9,-1,2,-3,101
CC(=O)Oc1ccc(/C=N/NS(=O)(=O)c2ccc(C)cc2)c(OC(C)=O)c1,0,1.6,-10,0,-1.0,4,3,5,5,96
# The list goes on.
SMILES,V-ATPase pH,LANA DNA inh,Cardiac RTF inh,Arrestin-AP2 inh,MOR-DOR ag,MOR-DOR inv ag,Wnt bcat act,cardiac RTF act,Keap1 Nrf2 FP,Pemphigus Ab inh
COc1ccc(CCn2c(C)cc(C(=O)CSc3nnnn3-c3ccccc3)c2C)cc1,-4,0.2,-7,2,-2.8,14,·,5,-4,99
O=C(NC1CCCCC1)c1ccccc1NC(=S)NC(=O)C1CC1,-3,1.8,7,16,-2.5,11,·,12,-1,104
CC(C)(C)NC(=O)CSc1nc2ccc(Nc3nc(N4CCOCC4)nc(N4CCOCC4)n3)cc2s1,0,-0.6,-2,0,-1.4,9,-9,-7,1,87
CCC1(CC)CNC(=O)NC1,3,0.0,-4,-7,-1.8,9,-8,3,0,111
CC(C(=O)Nc1cc(C(F)(F)F)ccc1N1CCOCC1)N1C(=O)C2CCCCC2C1=O (centres undefined),2,1.8,7,5,-3.7,15,-2,0,3,106
CSc1ccccc1NC(=O)C1CCN(S(C)(=O)=O)CC1,1,1.4,-2,29,-3.3,15,2,-24,2,99
Cc1ccc(/C=C/C(=O)NCc2ccncc2)cc1,1,0.5,-4,-10,-2.1,11,-1,-6,5,113
CCOc1ccccc1N(CC(=O)NC1CCCC1)S(=O)(=O)c1ccc(C)cc1,-6,1.5,-15,1,-1.7,10,-1,-4,-5,118
O=C(c1cccs1)N1CCc2c([nH]c3ccccc23)C1c1ccc(Cl)cc1 (centres undefined),3,1.5,-10,-4,4.4,-19,·,-1,-2,112
CCOC(=O)C1=C(c2ccccc2)NC(SCC)=C(C#N)C1c1cccnc1 (centres undefined),-6,0.6,-6,8,-1.8,9,·,-6,0,99
COC(=O)c1ccc(CCc2cc(O)c(Br)cc2O)cc1,0,-1.5,-18,3,4.3,-21,-5,5,-8,·
O=C(Cn1cc([N+](=O)[O-])cn1)NCc1ccc(-n2cccn2)cc1,-1,-1.7,5,2,-1.5,9,0,-3,0,98
COc1ccc(CCNC(=O)CSc2nncs2)cc1,-1,-0.3,8,-4,-1.6,8,·,-2,4,105
CN(C)CCNC(=O)Nc1ccc(Cl)c(Cl)c1,-6,0.1,-6,-5,-1.5,8,-3,0,-2,100

# Source: PubChem BioAssay
